Abeta yeast res = A-beta toxicity reversal in yeast; yeast expressing A-beta42, growth rescue, OD600, 48 h; response scale: 0% DMSO, 100% iron-clioquinol control; Potency, µM (series often up to 46.1 µM), for the others: top-dose growth rescue, usual class: activators; hit rate 0.063% among 410,000; further: potency means the concentration at half of the fitted maximal effect; nearly all actives have a fitted effect of over 55% in size
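Yeast growth medium received pinned compounds, then yeast cells expressing toxic A-beta were added; plates incubated at 30 C for 48 hr. Growth read as absorbance at 600 nm, normalized to DMSO and equimolar FeCl3 plus clioquinol controls.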
GLP1R cytotox = cytotoxicity in counter-screen for GLP-1R inverse agonists. HEK293 cAMP-luciferase reporter cells, luminescence, 24 h. Potency, µM (series often up to 38.3 µM), inactives show top-dose activity change, negative = inhibition, usual class: inhibitors. hit rate 0.13% among 410,000;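 further: loss of luciferase light is scored as toxicity; potency means the concentration at half of the fitted maximal effect; on the % scale 0 is the no-effect control and ±100 the full control effect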
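A 23 nL compound transfer followed 12 hours of cell culture at 37 deg C; exposure then lasted 24 hr. Luciferase assay detection reagent was dispensed and plates read for luminescence after a 12 min room-temperature wait.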
Akt phos inh = Akt phosphorylation inhibition | AID 651550 | hit rate 0.32% among 360,000 | activity change, % for hits at 50 µM | Neuro2A IGF-stimulated pAkt S473 HTRF, 20 min; stronger effect = lower value; in the data active means activity change below about -80%; inconclusive means mostly about -51% to -80%; further: on the % scale 0 is the no-effect control and ±100 the full control effect
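Single-point screen (50 µM final compound) in Neuro2A cells stimulated 20 min with 6 nM IGF at 37 deg C. After lysis, Ser473-phosphorylated Akt read by HTRF (ex 330 nm, em 615/665 nm) as the 665/615 ratio.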
GLP-1R inv ag = acts as inverse agonist at human GLP-1 receptor; HEK293 GLP-1R CRE-luciferase, luminescence, 24 h; GLP-1R form is constitutively active; Potency, µM (doses to about 38.3 µM), for inactives: at the top dose activity change, negative = inhibition, usual class: inhibitors; hit rate 1.6% among 410,000; AID 624417; further: potency means the concentration at half of the fitted maximal effect; on the % scale 0 is the no-effect control and ±100 the full control effect; nearly all actives have a fitted effect of over 55% in size
Target sequence (P43220 whole entry, looked up): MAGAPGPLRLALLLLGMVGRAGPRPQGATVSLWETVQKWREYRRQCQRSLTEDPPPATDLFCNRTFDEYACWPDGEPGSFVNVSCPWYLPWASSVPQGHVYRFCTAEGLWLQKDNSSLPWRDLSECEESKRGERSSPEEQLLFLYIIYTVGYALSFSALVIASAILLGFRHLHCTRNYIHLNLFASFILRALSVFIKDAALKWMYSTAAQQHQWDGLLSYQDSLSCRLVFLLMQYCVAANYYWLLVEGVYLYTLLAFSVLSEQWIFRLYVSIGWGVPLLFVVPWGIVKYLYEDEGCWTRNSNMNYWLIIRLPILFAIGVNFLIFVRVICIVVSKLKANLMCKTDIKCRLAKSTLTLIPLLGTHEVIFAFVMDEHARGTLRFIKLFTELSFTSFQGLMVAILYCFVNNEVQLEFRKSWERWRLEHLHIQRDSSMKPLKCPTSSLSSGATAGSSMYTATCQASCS
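Using stably transfected HEK293 (constitutively active GLP-1R, cAMP-luciferase reporter), compounds were incubated 24 hr and luciferase measured by luminescence.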
Mm-Cpn inhibitor = blocks the Methanococcus maripaludis chaperonin Mm-Cpn. Potency, µM (series often up to 76.9 µM), for the others: top-dose activity, negative = inhibition, hits mostly inhibitors. hit rate 0.031% among 330,000. purified Mm-Cpn ATPase, ADP Transcreener TR-FRET. AID 504842; further: potency means the concentration at half of the fitted maximal effect; on the % scale 0 is the no-effect control and ±100 the full control effect; nearly all actives have a fitted effect of over 80% in size
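ATPase turnover read by TR-FRET ADP competition (Eu cryptate antibody/ADP-d2, 665/590 nm): 10uM ATP final, 25nM Mm-CPN final, 30 min 37degC after 10-min compound preincubation, pH 7.4 Tris/KCl/MgCl2/DTT buffer.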
aSyn rescue = alpha-synuclein toxicity inhibition in yeast | Yeast expressing alpha-synuclein, growth rescue, BacTiter-Glo, 24 h | hit rate 0.14% among 370,000 | Potency, µM (doses to about 46.1 µM), for inactives: at the highest dose growth rescue (activation), hits mostly activators; further: potency means the concentration at half of the fitted maximal effect; % of control where 0% means no effect; nearly all actives have a fitted effect of over 65% in size
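Readout is rescue of growth in alpha-synuclein-expressing yeast, so inhibitors of toxicity appear as activators. Growth after 24 hr at 30 deg C in galactose medium is quantified by luminescence.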
PTHR1 ag = PTHR1 (human) receptor agonism; HEK293 GP2 PTHR1 cells, GloSensor cAMP luminescence, 1 h; AID 743266; Potency, µM (titrated, usually from 115 µM), for the others: at the highest dose activation, usual class: activators; hit rate 0.075% among 410,000; Q03431; further: potency means the concentration at half of the fitted maximal effect; nearly all actives have a fitted effect of over 55% in size; some results filed as inactive show a strong effect at the top dose; inactives centre near -15; many of its hits are not listed in these tables
Target sequence (Q03431 whole entry, looked up): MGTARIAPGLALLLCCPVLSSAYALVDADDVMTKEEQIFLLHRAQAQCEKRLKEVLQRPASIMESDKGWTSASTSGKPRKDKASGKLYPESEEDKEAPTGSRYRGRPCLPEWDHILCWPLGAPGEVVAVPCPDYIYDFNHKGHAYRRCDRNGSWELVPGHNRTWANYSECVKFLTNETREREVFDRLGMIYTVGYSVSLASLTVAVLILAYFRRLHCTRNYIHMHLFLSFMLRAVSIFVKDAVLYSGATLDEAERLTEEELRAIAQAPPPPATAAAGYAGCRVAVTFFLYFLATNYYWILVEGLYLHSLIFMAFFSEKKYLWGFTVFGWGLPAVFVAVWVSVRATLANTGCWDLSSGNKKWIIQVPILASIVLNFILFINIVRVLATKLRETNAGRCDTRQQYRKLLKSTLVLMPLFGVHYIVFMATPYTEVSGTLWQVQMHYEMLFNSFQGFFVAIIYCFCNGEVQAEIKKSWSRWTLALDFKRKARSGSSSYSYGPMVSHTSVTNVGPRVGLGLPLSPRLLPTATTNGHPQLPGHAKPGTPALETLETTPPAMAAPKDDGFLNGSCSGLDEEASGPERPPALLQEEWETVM
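HEK-293-derived GP2 cells expressing PTHR1 and a GloSensor cAMP reporter, 3,000/well, plated overnight, given luciferin plus IBMX (each 0.5 mM as added) for 1 h at 37 °C, then compound for 1 h at 37 °C. Luminescence was read after 15 min at room temperature.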
FUS yeast rescue = rescues growth of FUS-expressing yeast; S. cerevisiae FUS-expressing, growth rescue, OD600, 24 h; AID 1347120; Potency, µM (titrated, usually from 76.6 µM), for inactives: top-dose growth rescue (activation), most hits filed as activators; hit rate 0.24% among 390,000;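 further: potency means the concentration at half of the fitted maximal effect; plate controls were DMSO vehicle for no effect and reference control for full effect; nearly all actives have a fitted effect of over 55% in size; some results filed as inactive show a strong effect at the top dose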
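Quantitative HTS measuring growth restoration of FUS-toxic yeast. Galactose-induced cells (OD 0.005) were exposed 24hr at 30C to compounds at several concentrations, then absorbance at 600 nm was recorded.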
TDP-43 yeast inh = inhibitors of TDP-43 toxicity in yeast; TDP-43 expressing yeast growth rescue, BacTiter-Glo, 24 h; Potency, µM (highest dose often 46.1 µM), for inactives: at the highest dose growth rescue (activation), hits mostly activators; hit rate 1.8% among 410,000; AID 652104; further: potency means the concentration at half of the fitted maximal effect; % of control where 0% means no effect; nearly all actives have a fitted effect of over 50% in size
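Readout is BacTiter-Glo luminescence of cell growth, so inhibitors register as activators. TDP-43-expressing yeast at OD600=0.02 in galactose medium, after raffinose pregrowth to mid-log, were incubated with compound for 24 hr at 30 deg C.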
Active calls of the source: *; i = inactive; ? = inconclusive; . = not tested or not shown; [ ] = dose if it differs, or a comment. Unless noted, the call rests on the fitted dose curve; in most records, active means well fitted curve in the direction sought with a large enough effect; inconclusive means small, poorly fitted or top-dose-only effect, or another doubt; inactive means no such curve, though single readings can be large; an effect the other way counts as inactive or inconclusive. Not all compounds are listed; the hit share may differ from the screen's.

molecule | TDP-43 yeast inh | GLP1R cytotox | aSyn rescue | Akt phos inh | Abeta yeast res | FUS yeast rescue | Mm-Cpn inhibitor | PTHR1 ag | GLP-1R inv ag
COc1ccc(C2(c3ccc(OC)cc3)NC(=O)NC2=O)cc1 | -5% | -32% | 4% | i | 14% | -9% | 0% | i | -2%
COc1ccc(NC(=O)NCc2ccco2)c(OC)c1 | 16% | -2% | 15% | i | -5% | -9% | -5% | -2% | 4%
COc1cc(NC(=O)c2ccccc2-n2cnnn2)cc(OC)c1 | -17% | -10% | -11% | i | -1% | 13% | 1% | i | 6%
OC(c1ccccn1)C(O)c1ccccn1 (stereo unspecified) | 1% | -4% | 0% | i | 0% | . | . | -25% | 1%
Cc1ccc(NS(=O)(=O)c2ccc3oc(=O)c4ncn(C)c4c3c2)cc1C | 20% | 1% | . | . | -5% | -1% | . | -95%[inhibitor] | 3%
O=C(NOCc1ccccc1)c1cccc([N+](=O)[O-])c1 | 14% | -8% | -2% | i | -6% | -17% | -1% | i | 1%
CCOc1ccc(OCC)c(NC(=O)c2csc3c2CCCC3)c1 | 11% | -6% | . | . | -5% | 32% | . | -17% | ?
CC(C)(C)OC(=O)C[C@H]1C/C=C\C[C@@H](CC(=O)NCCO)C(=O)NC[C@@H](c2ccccc2)OC1=O | 6% | -3% | -5% | i | -11% | -3% | -2% | -9% | 9%
O=C(NCCc1nnc2ccc(NCc3ccc(F)cc3)nn12)c1ccccc1 | -2% | 6% | -8% | i | -1% | 9% | -3% | -10% | -10%
N#CC1=C(N)N(c2ccc(Cl)cc2)C2=C(C(=O)CCC2)C1c1cc(CN2CCOCC2)cs1 (stereo unspecified) | 9% | -1% | . | . | -5% | -10% | . | i | -2%
Cc1ccc(OCCSc2nc3ccc(NC(=O)COc4ccc(F)cc4)cc3s2)cc1 | -11% | -14% | . | . | -21% | -4% | . | i | -22%
Cc1cccc(CNC(=O)c2ccc3nc(Cc4ccccc4F)oc3c2)n1 | 28% | 7% | -2% | i | -8% | . | 0% | -45% | -13%
O=C(CCc1ccccc1)NC(=S)Nc1ccccc1Br | ? | ? | -1% | i | 19% | 1% | 1% | -20% | ?
COc1cc(C(CCN2CCCC2)c2c(OC)cc(OC)c3ccc(=O)oc23)cc(OC)c1OC (stereo unspecified) | 9% | ? | -9% | i | 5% | 9% | ? | i | 3%
CC(C)N(C(=O)c1ccc(C(=O)Nc2ccc([N+](=O)[O-])cc2)cc1)C(C)C | -15%[9.22 µM] | 3% | -4% | i | -8% | 2% | -1% | i | -8%
Cc1[nH][nH]c(=O)c1N=Nc1ccccc1Cl | ? | -49% | -4% | i | -14% | 14% | -3% | -14% | 3%
N#C/C(=C/c1ccc(-c2ccc(S(=O)(=O)N3CCOCC3)cc2)o1)C(=O)NC1CC1 | -2% | -5% | 3% | i | -1% | 21% | . | -17% | 59%[activator]
COc1ccc(C(C(=O)NC2CCCCC2)N(Cc2cccs2)C(=O)Cc2c[nH]c3ccccc23)cc1OC (stereo unspecified) | 21% | -14% | -5% | i | -1% | 27% | 0% | i | ?
CC1CCCCN1C(=O)COC(=O)c1cccc(NS(=O)(=O)c2ccccc2)c1 (stereo unspecified) | -7% | 3% | -6% | i | 3% | 5% | 0% | -26% | -27%
C(#CCN1CCOCC1)COCCCOC(c1ccccc1)c1ccccc1 | -20% | 3% | 0% | i | ? | 28% | -1% | i | ?
COc1ccc(S(=O)(=O)N2CCN(CC(=O)NCCc3cccs3)CC2)cc1 | -6% | -33% | -3% | i | -12% | 14% | 2% | i | 5%
COc1ccc(OCC(=O)N2CCCC(Nc3ccc(C)c(C)c3)C2)cc1 (stereo unspecified) | 18% | 5% | 0% | i | -23% | -1% | . | -21% | 11%
COC(=O)c1ccc(N2C(=O)CC(N3CCOCC3)C2=O)cc1 (stereo unspecified) | ? | -2% | 2% | i | -24% | -2% | 1% | -24%[57.5 µM] | -8%
COC(=O)c1ccccc1NC(=O)C1CCN(C(=O)c2ccc(OC)cc2)CC1 | 11% | -6% | 6% | i | -4% | -8% | -8% | i | 10%
CCCC1=Nc2cc(C(=O)NCCCN3CCN(C)CC3)ccc2Sc2ccccc21 | 2% | -16% | 2% | i | 4% | 13% | -7% | i | ?
CCC(NC(=O)OC(C)(C)C)C(=O)Oc1ccc2c3c(c(=O)oc2c1)CCC3 (stereo unspecified) | ? | 36%[activator] | 19% | i | 8% | 22% | -11% | i | 12%
CNC(=O)c1[nH]cnc1C(=O)N[C@@H](C)C(=O)OCc1ccccc1 | -1% | 4% | -2% | i | 1% | 1% | 2% | -16% | 16%
N#Cc1ccc(C(=O)Nc2cccc3ccccc23)c(F)c1 | 19% | 1% | 4% | i | 1% | -7% | 0% | i | 43%[activator]
COC(=O)c1ccc(C(=O)OC)c(NC(=O)Nc2ccc3c(c2)OCO3)c1 | 12% | -6% | 7% | i | 9% | 1% | 2% | -1% | 10%
O=C(NCCOc1ccccc1F)c1ccccc1SCc1ccc(F)cc1 | -29% | -3%[1.53 µM] | -5% | i | 12% | 25% | -1% | -3% | ?

Reprinted from the part before: 2 compounds; new compounds follow.
molecule | TDP-43 yeast inh | GLP1R cytotox | aSyn rescue | Akt phos inh | Abeta yeast res | FUS yeast rescue | Mm-Cpn inhibitor | PTHR1 ag | GLP-1R inv ag
COC(=O)c1ccc(C(=O)OC)c(NC(=O)Nc2ccc3c(c2)OCO3)c1 | 12% | -6% | 7% | i | 9% | 1% | 2% | -1% | 10%
O=C(NCCOc1ccccc1F)c1ccccc1SCc1ccc(F)cc1 | -29% | -3%[1.53 µM] | -5% | i | 12% | 25% | -1% | -3% | ?
Cc1ccc(-c2nc3ccsc3c(=O)o2)cc1 | 1% | 1% | -7% | i | -5% | 0% | 2% | -23%[57.5 µM] | 6%
O=C(NCCCN1CCCC1=O)c1ccc(OC(F)(F)F)cc1 | -1% | 4% | 0% | i | -11% | 1% | 0% | i | 5%
CCCNC1(C(N)=O)CCN(Cc2ccccc2)CC1 | -19% | -10% | 0% | i | -12% | 30% | . | -16% | 1%
CCN(CC)S(=O)(=O)c1cc(OC)c(Cl)cc1Cl | -21% | -7% | 1% | i | 17% | 15% | 2% | i | ?
COc1ccc(N2CCN(C(=O)Nc3cn(CC(C)C)c(=O)c4ccccc34)CC2)cc1 | 18% | -2% | 0% | . | -7% | 9% | . | i | 5%
N#Cc1nc(-c2cccc3ccccc23)oc1N | . | . | . | . | -18% | -2% | -15% | i | .
Cc1ccc(S(=O)(=O)N2CCN(Cc3cc(=O)n4ccccc4n3)CC2)cc1C | -7% | 0% | -7%[1.84 µM] | i | 3% | 25% | 2% | 4% | 7%
Nc1nnc(SCc2ccccc2F)s1 | 26% | 4% | 4% | i | -11% | -42% | 0% | 17% | ?
Nc1cccc2nc3ccccc3cc12 | -10% | 36%[activator] | 3% | i | -30% | -15% | 0% | -26% | ?
Cc1c(C(=O)N2CCC(C)CC2)c(S(=O)(=O)NCc2ccc(Br)cc2)c(C)n1C | 19% | -12% | . | . | -3% | 28% | . | i | -16%
COc1cccc(NC(=O)NNC(=O)COc2ccc3ccccc3c2)c1 | -15% | -1% | 0% | i | -2% | 8% | 1% | 10% | 7%
Cc1ccccc1-c1csc(C(C)(O)c2cccnc2)n1 (stereo unspecified) | 8% | -13% | 1% | i | 4% | -15% | . | -7% | 3%
CC(C)(CNC(=O)c1cccc(F)c1)CNC(=O)c1cccc(F)c1 | -4% | -7% | 1% | i | -9% | 6% | . | i | ?
CCOC(=O)c1ccc(NC(=S)N2CCN(CCO)CC2)cc1 | 17% | 0% | 16% | i | -16% | 18% | 1% | -15% | -3%
O=C(COc1cc(Cl)ccc1Cl)Nc1ccc2[nH]c(=O)[nH]c2c1 | -4% | -15% | -1% | i | -7% | 0% | 0% | -4% | -6%
Cc1ccc(-c2nc(CSCC(=O)NCCCN3CCOCC3)c(C)o2)cc1 | 0% | -6% | . | . | -16% | 16% | 0% | 3% | 0%
Cc1ccc(C(=O)OCC(=O)NCc2ccccc2)cc1S(=O)(=O)N1CCCCC1 | 18% | 0% | -11% | i | -12% | 30% | 1% | -19% | ?
C=CCNC(=O)C1CC1(c1ccccc1)c1ccccc1 (stereo unspecified) | 14% | -16% | -7% | i | -1% | . | 2% | i | -26%
N#CCOc1ccccc1CNC[C@H]1O[C@@H](n2cnc(C(N)=O)n2)[C@H](O)[C@@H]1O | 14% | 6% | 2% | i | 0% | -12% | . | -1% | 1%
O=C(O)c1ccc(CSc2nnc(COc3ccccc3)o2)cc1 | 12% | 3% | 11% | i | 13% | 13% | -2% | i | 11%
CCc1nc(N)c(C#N)c(-c2cccnc2)c1C | 16% | -14% | -1% | i | -1% | 9% | -1% | -3% | 0%
O=C(CS(=O)(=O)Cc1ccccc1)Nc1ccc2c(c1)OCO2 | -3% | 7%[7.66 µM] | -5% | i | 16% | 0% | 2% | i | 5%[7.66 µM]
CC(CN1CCN(C)CC1)OC(=O)c1ccc(F)cc1 (stereo unspecified) | 4% | 14% | -2% | i | 11% | -10% | -4% | i | -18%
CC1S/C(=C(\C#N)C(N)=O)N(c2ccc(F)cc2)C1=O (stereo unspecified) | -15% | 18% | -6% | i | -9% | 18% | 0% | i | 27%
Cc1cc(C(=O)N/N=C/c2cccc([N+](=O)[O-])c2)c2ccccc2n1 | 10% | 13%[1.53 µM] | 0% | i | -2% | -13% | 1% | -8% | 13%
Cc1[nH]nc(SCC(=O)N2CCCCCC2)c1[N+](=O)[O-] | -20% | -8% | 0% | i | -9% | 19% | -3% | i | 2%
